Dyrk1A ADPGlo – rat Dyrk1A kinase inhibitors, primary screen, biochemical, single point, plate reader; inhibition, % at 12.5 µM; 310,000 tested, 0.43% active; Dual specificity tyrosine-phosphorylation-regulated kinase 1A (Rattus norvegicus), Q63470; ADP-Glo luminescence, NFATc1 peptide; in the data active = inhibition above about 50%;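 note: plate controls were vehicle with enzyme for no effect and no enzyme for full effect; many of its hits are not listed in these tables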
The depositor's hits bear a star. The list is partial, so the mix of outcomes need not match the whole.

smiles	Dyrk1A ADPGlo
CC(=O)c1c(C)[nH]c(C(=O)OCC(=O)N(CC(C)C)C2CCS(=O)(=O)C2)c1C (stereo unspecified)	7
Cc1ccc(-c2cccc(-c3cc(=O)oc4ccc(C(C)(C)C)cc34)c2)cc1	3
O=C(COC(=O)Cn1cc(C(F)(F)F)ccc1=O)Nc1ccc(Br)cc1F	3
CN(Cc1ccccc1)S(=O)(=O)c1ccccc1Br	4
COC(=O)[C@]1(Cc2ccccc2)N[C@H](CN(C)C(=O)Nc2ccc(Cl)cc2)[C@@H]2C(=O)N(C)C(=O)[C@@H]21	1
O=C(NC(=S)Nc1cccc(NC(=S)NC(=O)c2ccccc2)c1)c1ccccc1	10
O=C(COC(=O)c1ccc(F)cc1F)Nc1cccc(S(=O)(=O)N2CCOCC2)c1	5
O=C1NC(=O)C(c2ccccc2)(C2CCCC2)N1 (stereo unspecified)	1
O=c1ccn([C@@H]2O[C@H](CNS(=O)(=O)C3CC3)[C@@H](O)[C@H]2O)c(=O)[nH]1	4
CCOC(=O)C1=C(C)N(C[C@@H]2CC[C@@H](Cc3ccc(-c4ccccc4)cc3)O2)C(=O)NC1c1cccc2ccccc12 (stereo partly specified)	-1
CC(=O)Oc1ccc2ccc3ccc(C(C)=O)cc3c2c1	42
N#CC1=CC2CN(Cc3ccccc3)C1C1C(=O)N(c3ccccc3)C(=O)C21 (stereo unspecified)	-1
O=C(Nc1ccccc1)OCC1COC(c2ccccc2)(c2ccccc2)O1 (stereo unspecified)	7
O=CN(Cc1nc2ccccc2[nH]1)c1ccc(C(=O)O)cc1	5
Cc1cccc(NC(=O)CSCC(=O)Nc2ccc(N3CCOCC3)cc2N2CCOCC2)c1	0
O=C(Cc1ccccc1)c1ccccn1	3
C=C[C@H]1C(O[C@@H]2O[C@H](CO)[C@@H](O)[C@H](O)[C@H]2O)OC=C2C(=O)N3CCc4cc(OC)c(O)cc4[C@H]3C[C@H]21 (stereo partly specified)	44
CC(=O)c1c(C)[nH]c(C(=O)CN2CCN(S(=O)(=O)c3ccc(C(C)C)cc3)CC2)c1C	-9
CCc1ccccc1NC(=O)CN(C)C(=O)COC(=O)c1ccccc1Cl	5
CC1CC(C)CN(C(=O)COC(=O)/C=C/c2cccc([N+](=O)[O-])c2)C1 (stereo unspecified)	5

Seven of the entries above in order of their number in Dyrk1A ADPGlo, rising.
smiles	Dyrk1A ADPGlo
CC(=O)c1c(C)[nH]c(C(=O)CN2CCN(S(=O)(=O)c3ccc(C(C)C)cc3)CC2)c1C	-9
N#CC1=CC2CN(Cc3ccccc3)C1C1C(=O)N(c3ccccc3)C(=O)C21 (stereo unspecified)	-1
COC(=O)[C@]1(Cc2ccccc2)N[C@H](CN(C)C(=O)Nc2ccc(Cl)cc2)[C@@H]2C(=O)N(C)C(=O)[C@@H]21	1
Cc1ccc(-c2cccc(-c3cc(=O)oc4ccc(C(C)(C)C)cc34)c2)cc1	3
CCc1ccccc1NC(=O)CN(C)C(=O)COC(=O)c1ccccc1Cl	5
O=C(Nc1ccccc1)OCC1COC(c2ccccc2)(c2ccccc2)O1 (stereo unspecified)	7
C=C[C@H]1C(O[C@@H]2O[C@H](CO)[C@@H](O)[C@H](O)[C@H]2O)OC=C2C(=O)N3CCc4cc(OC)c(O)cc4[C@H]3C[C@H]21 (stereo partly specified)	44

Next records follow.
smiles	Dyrk1A ADPGlo
CC(NNC(=S)N1CCN(c2ccccn2)CC1)c1nccc2ccccc12 (stereo unspecified)	6
COC(=O)c1ccc(CNC(=O)Cn2cnc3c(NCc4ccccc4)ncnc32)cc1	2
C=C(CCO)C1=CCN(S(=O)C(C)(C)C)[C@@H]1CCO (stereo partly specified)	0
O=C(COC(=O)c1cc(S(=O)(=O)N2CCOCC2)ccc1Cl)Nc1ccccc1Cl	-9
CC[C@@]1(C(=O)OC)N[C@H](CN(C)S(=O)(=O)c2ccc(-c3ccccc3)cc2)[C@@H]2C(=O)N(Cc3ccccc3)C(=O)[C@@H]21	2
Cc1cc(C)c(S(=O)(=O)N2CCN(C(=O)c3ccccc3OCc3c(C)noc3C)CC2)c(C)c1	-2
O=C(NCCCOc1ccc([N+](=O)[O-])cc1Cl)OCc1ccccc1	1
COc1cc([C@@H]2CC=C(C(=O)O)[C@H](c3ccc(C)cc3)N2S(=O)(=O)c2ccc(C)cc2)cc(OC)c1OC	7
CC(NCC(=O)Nc1ccccc1C(=O)NC1CC1)c1ccco1 (stereo unspecified)	-11
CC(C)C[C@@H](CNCC(=O)[C@H](C)NC(=O)c1[nH]cnc1C(=O)N[C@@H](C)CN)NC(=O)c1nc[nH]c1C(=O)N[C@@H](C)C(=O)O	-2
CC(=O)Oc1ccc(OC(C)=O)c2c1C1C=CC2CC1	-6
COc1ccc2[nH]c3c(c2c1)CCN1C(=O)C(CC(=O)NCC24CC5CC(CC(C5)C2)C4)C[C@H](C(=O)N2CCCCC2)[C@@]31C (stereo partly specified)	-3
COc1ccc(CC2(c3ccccc3)NC(=O)NC2=O)cc1 (stereo unspecified)	1
CCCCCC1C(=O)CCC1CC(=O)OC (stereo unspecified)	-3
O=C(COC(=O)c1cncc(Br)c1)Nc1ccc(F)c(F)c1F	3
COc1ccc(-c2ccc(-c3cc(=O)oc4cc(OC)c(OC)c(OC)c34)cc2)cc1OC	-2
COc1cc(OC)c(N(C)S(=O)(=O)c2cccc(C(=O)OCC(=O)N(C)Cc3ccccc3)c2)cc1Cl	9
O=[N+]([O-])c1ccc(NN=C2CCCCC2)c([N+](=O)[O-])c1	-1
O=C(COC(=O)/C=C/c1ccccc1[N+](=O)[O-])NNC(=O)c1ccc(F)cc1	1
CCCCn1cnc2c(SCc3ccc(Br)cc3)nc(N)nc21	14
Cn1cc(Cc2ccccc2)c(=O)c(Cc2ccccc2)c1	4
O=c1[nH]cnc2c1ncn2-c1ccc(Cl)cc1	5
O=c1nc2n(CCO)c3ccccc3cc-2c(=O)[nH]1	10
CC(NC(=O)c1ccccc1Cl)C(=O)N1CCN(Cc2ccc3c(c2)OCO3)CC1 (stereo unspecified)	1
CCOC(=O)C1=C(c2ccccc2)c2ccccc2OC1C(=O)OCC (stereo unspecified)	-3
COc1ccc(OC)c(S(=O)(=O)N2CCCC(C(=O)NC3CC3)C2)c1 (stereo unspecified)	-2
O=C1N[C@@H](Cc2c[nH]c3ccccc23)COC(=O)[C@@H](Cc2ccc(F)cc2)CC/C=C/C[C@@H]1CC(=O)N(CCO)Cc1ccccc1	-1
O=S(=O)(Nc1ccc(-c2ccc(NS(=O)(=O)c3ccccc3)cc2)cc1)c1ccccc1	4
C[C@H](CO)N1C[C@H](C)[C@@H](CN(C)S(=O)(=O)c2ccc(F)cc2)Oc2c(NS(=O)(=O)c3ccccc3)cccc2C1=O	4
CCCc1cc2c(cc1N(C)S(=O)(=O)c1ccccc1)OCO2	-4
CCc1ccc([C@@H]2CC=C(C(=O)O)[C@H](c3ccc(C)cc3)N2S(=O)(=O)c2ccc(C)cc2)cc1	-13
C[C@H]1CN(S(=O)(=O)C(C)(C)C)[C@H](CCO)/C1=C\c1ccccc1	-3
CCC(C)Sc1cccc(-c2nc3cnccn3c2NC2CCCCC2)c1 (stereo unspecified)	3
Cc1nn(C)c(C)c1NC(=O)CSc1nc(-c2ccccc2F)nc2c1cnn2-c1ccccc1	3
CC(=O)Nc1ccc(C(=O)OCC(=O)NCCC2=CCCCC2)cc1	-2
COc1ccc(NC(=O)NC[C@@H]2CC[C@@H](Cc3ccc(-c4ccccc4)cc3)O2)cc1	-2
O=C(CCNS(=O)(=O)c1ccc(OC(F)(F)F)cc1)N1CCCC1	7
OC(c1ccc2ccccc2n1)c1c(Cl)cccc1Cl (stereo unspecified)	6
CCN(CC)C(=O)[C@H]1C[C@H](CC(=O)NCc2cccc(C(F)(F)F)c2)C(=O)N2CCc3c([nH]c4ccc(Cl)cc34)[C@]12C	1
CN(C)C(=O)c1ccc(-c2nnc(OCc3nc4ccccc4n3C)c3ccccc23)cc1	0

(more compounds)
SMILES,Dyrk1A ADPGlo
Nc1nc(Sc2ccc([N+](=O)[O-])c3nonc23)c2[nH]cnc2n1,15
Cc1cc(C)c(C#N)c(SCC(=O)Nc2cccc(S(=O)(=O)N3CCCC3)c2)n1,4
Cc1c(NS(=O)(=O)c2cc(C(=O)Nc3ccc(F)cc3Cl)ccc2Cl)c(=O)n(-c2ccccc2)n1C,-8
CCCCN(CC(=O)Nc1cccc(S(=O)(=O)N2CCCC2)c1)Cc1nc2ccccc2c(=O)[nH]1,5
CN(c1ccc(OCC(=O)Nc2ccc(S(N)(=O)=O)cc2)cc1)S(=O)(=O)c1ccc(F)cc1,-1
CCCCn1c(N)c(N(CC(C)C)C(=O)COc2cc(C)ccc2Cl)c(=O)[nH]c1=O,-14
O=[N+]([O-])c1ccc(C=NN=Cc2ccc([N+](=O)[O-])cc2)cc1,4
Cc1cccc(N=C2CCCC2C(=O)Nc2cccc(C)c2C)c1C (stereo unspecified),3
CC1=CC(C)(C)NC(=S)N1c1ccc(Cl)cc1,4
CN(C)S(=O)(=O)c1ccc(Cl)c(C(=O)OCC(=O)NNC(=O)c2cccs2)c1,-4
O=C(O)c1ccc(CCCc2ccccc2)cc1,2
S=C(NN=Cc1ccc2c(c1)OCO2)NN=Cc1ccc2c(c1)OCO2,1
Nc1ccc(S(=O)(=O)NN=CC=Cc2ccccc2[N+](=O)[O-])cc1,1
COc1ccc(C(=O)NCC(c2ccccc2)c2ccccc2)cc1S(=O)(=O)N1CCOCC1,-2
CCN(C(=O)COC(=O)CCOc1ccccc1C)c1c(N)n(Cc2ccccc2)c(=O)[nH]c1=O,5
C=CC[C@@H](CC(=O)N[C@@H](CO)Cc1ccccc1)C(=O)N[C@@H](COC(=O)[C@@H](CC=C)Cc1ccc(F)cc1)Cc1ccccc1,4
Cc1cccc(C(=O)NC(C(=O)Nc2ccc(S(=O)(=O)Nc3nccs3)cc2)C(C)C)c1 (stereo unspecified),-2
Cn1cc(C(=O)C(=O)N2CCCCC2)c2ccccc21,8
CC(Sc1nnc2n1CCCCC2)C(=O)Nc1cccc(S(=O)(=O)N2CCOCC2)c1 (stereo unspecified),6
Cc1c(N(C)S(=O)(=O)c2ccc(Cl)c(C(=O)NCC(C)(C)N3CCOCC3)c2)c(=O)n(-c2ccccc2)n1C,-1
CC(C)CN1CC(C)C(=O)NC1=S (stereo unspecified),-3
O=C1CCCc2cc3c(cc21)CCCC3,1
O=c1oc(=O)c2ccccc2c2ccccc12,0
Cc1ccc(S(=O)(=O)CS(=O)(=O)c2ccc(C)cc2)cc1,-2
COc1cc2c(cc1OC(C)=O)CCCCC2=O,-1
COc1cccc(NC(=O)CN(C)C(=O)C(C)Sc2ccccc2)c1 (stereo unspecified),-4
CN(C)C(CNC(=O)c1cc(S(=O)(=O)N2CCOCC2)ccc1Cl)c1cccs1 (stereo unspecified),10
O=[N+]([O-])c1cccc(C=NN2CCCCCC2)c1,0
CC(C)(C)OC(=O)C1=C(CO)CS[C@@H]2[C@H](NC(=O)Cc3ccccc3)C(=O)N12,-3
O=C1C[C@@H]2c3c(cccc3CN1Cc1ccc(Br)cc1)C[C@@H](O)[C@H]2O,1

Pulled one by one from above, 2 records:
SMILES,Dyrk1A ADPGlo
CC(C)CN1CC(C)C(=O)NC1=S (stereo unspecified),-3
O=C1C[C@@H]2c3c(cccc3CN1Cc1ccc(Br)cc1)C[C@@H](O)[C@H]2O,1

Single values from the entries so far:
Dyrk1A ADPGlo, O=C1CCCc2cc3c(cc21)CCCC3 : 1
Dyrk1A ADPGlo, O=C1N[C@@H](Cc2c[nH]c3ccccc23)COC(=O)[C@@H](Cc2ccc(F)cc2)CC/C=C/C[C@@H]1CC(=O)N(CCO)Cc1ccccc1 : -1
Dyrk1A ADPGlo, CCc1ccc([C@@H]2CC=C(C(=O)O)[C@H](c3ccc(C)cc3)N2S(=O)(=O)c2ccc(C)cc2)cc1 : -13
Dyrk1A ADPGlo, CCCc1cc2c(cc1N(C)S(=O)(=O)c1ccccc1)OCO2 : -4

(continued)
SMILES,Dyrk1A ADPGlo
Cc1ccc(NC(=O)CSCC(=O)N(C)CCOc2ccc(Cl)cc2)cc1,-1
COc1ccc(C)cc1C(=O)CCC(=O)N1CCN(c2ccccc2F)CC1,1
O=C1NC(=O)C(CCc2ccccc2)(c2ccccc2)N1 (stereo unspecified),-5
COc1cc2c(c(OC)c1OC)-c1ccc(SC)c(=O)cc1C(NC(=O)c1ccccc1)CC2 (stereo unspecified),-1
C=CCCC1CN(CCCC)S(=O)(=O)c2c(F)cccc2O1 (stereo unspecified),-9
O=[N+]([O-])c1ccc(Cl)cc1P(=O)(O)c1cc(Cl)ccc1[N+](=O)[O-],-1
Cc1nn(-c2ccc(Cl)cn2)c2c1C(=O)CC(C)(C)C2Br (stereo unspecified),2
CCCCCCCSc1ncnc2[nH]ncc12,24
Cc1c(NS(=O)(=O)c2cccc(C(=O)Nc3ccc(SC(F)F)cc3)c2)c(=O)n(-c2ccccc2)n1C,-4
COc1ccc2[nH]c3c(c2c1)CCN1C(=O)C(CC(=O)NCc2ccco2)C[C@H](C(=O)N(C(C)C)C(C)C)[C@@]31C (stereo partly specified),2
O=S(=O)(c1ccc(SCCOc2ccc(Br)cc2)nc1)N1CCCC1,-2
Cc1ccc(S(=O)(=O)N(C)C)cc1NC(=O)CSc1nc2ncc(Cl)cc2[nH]1,-5
N#C/C(=C/c1ccc(-c2ccc([N+](=O)[O-])cc2)o1)C(=O)Nc1nc(-c2cccs2)cs1,5
Cc1cccc(C2=NN(c3ccccc3)[C@@H](C(=O)N3CCOC3=O)[C@@H]2c2ccc([N+](=O)[O-])cc2)c1,6
COc1cccc(NC(=O)c2ccccc2OCc2c(C)noc2C)c1,13
c1ccc2cc(N3CCCCC3)ccc2c1,-1
CCc1c(Cl)nc(N)nc1Nc1ccccc1Cl,14
CCOC(=O)C1=C(C)N(C[C@@H]2CC[C@@H](Cc3ccc(-c4ccccc4)cc3)O2)C(=O)NC1c1ccc(SCc2ccco2)c([N+](=O)[O-])c1 (stereo partly specified),4

Some of these compounds in order of count of non-hydrogen atoms, rising:
SMILES,Dyrk1A ADPGlo
CCc1c(Cl)nc(N)nc1Nc1ccccc1Cl,14
Cc1cccc(C2=NN(c3ccccc3)[C@@H](C(=O)N3CCOC3=O)[C@@H]2c2ccc([N+](=O)[O-])cc2)c1,6
Cc1c(NS(=O)(=O)c2cccc(C(=O)Nc3ccc(SC(F)F)cc3)c2)c(=O)n(-c2ccccc2)n1C,-4
